From PubChem
miR122 inh – miR-122 inhibition in Huh7 cells. 340,000 tested, 0.3% active. activation (reporter increase), % at 12.5 µM. Huh7 miR-122 Renilla luciferase sensor, 48 h; neutral wells = 0, positive control = 100;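 active = mean replicate activation score at least 90 and every replicate individually at or above 90; inconclusive = only one of the two criteria met; inactive = neither criterion met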;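 note: higher luciferase means less miR-122 activity so hits act as miR-122 inhibitors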
esBAF inh – SWI/SNF esBAF complex inhibition | mouse ES cells, Bmi1-luciferase knock-in reporter, 24 h; 100% = twice the neutral-well signal | reporter increase, % at 12.5 µM | 350,000 tested, 2% active | AID 602393; in the data active = activation above about 40%; inconclusive = no clear call, values can overlap the other calls;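 note: 0% = median of the plate's neutral control wells and 100% = double that signal; a rise in the Bmi1 reporter signal indicates esBAF inhibition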
Cneo AK release – Cryptococcus neoformans lysis via adenylate kinase release | C. neoformans lysis, adenylate kinase release luminescence, 4 h; normalised: neutral wells 0, clomiphene wells 100 | lysis activity, % at 15 µM | 360,000 tested, 0.2% active;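 active = mean lysis activity across replicates of at least 80%, whatever share of replicates individually reach that level; inactive = mean lysis activity below 80%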
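Material – Cryptococcus neoformans yeast cells · Quantity – 5 × 10^6 yeast cells/mL · Buffer or medium – YPD medium · Compound – single dose · Timing – 4 h static compound exposure, 37 °C, read 1 h post-reagent · Signal – adenylate kinase release luminescence · Read-out basis – lysis from increased AK signal · Benchmarks – Clomiphene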
ERp5 inh – inhibitors of human ERp5; Q15084; ERp5 insulin aggregation, absorbance 650 nm, 90 min; inhibition, % at 9.99 µM; 350,000 tested, 0.05% active; AID 651711;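 active = mean replicate inhibition above about 25%, with every replicate also reaching it, limit read from the data, passing the limit was not always enough; inconclusive = only one of those two criteria met; inactive = neither criterion met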
Target sequence (Q15084 whole entry, looked up): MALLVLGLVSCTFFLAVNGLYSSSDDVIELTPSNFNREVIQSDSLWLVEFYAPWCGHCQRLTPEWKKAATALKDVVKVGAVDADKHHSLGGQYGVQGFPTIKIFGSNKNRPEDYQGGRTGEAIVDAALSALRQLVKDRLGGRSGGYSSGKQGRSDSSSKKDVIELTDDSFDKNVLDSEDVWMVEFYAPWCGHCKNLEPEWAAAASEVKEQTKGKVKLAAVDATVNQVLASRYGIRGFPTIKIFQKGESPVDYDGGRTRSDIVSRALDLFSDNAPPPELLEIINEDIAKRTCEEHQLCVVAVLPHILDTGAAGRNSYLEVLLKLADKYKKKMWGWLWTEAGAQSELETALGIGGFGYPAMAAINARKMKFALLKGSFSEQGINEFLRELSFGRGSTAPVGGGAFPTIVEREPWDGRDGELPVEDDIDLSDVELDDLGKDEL
SIRT5 inh – blocks human SIRT5 desuccinylation of peptide; inhibition, % at 15 µM; 330,000 tested, 1.1% active; AID 652115; Purified SirT5, succinyl-peptide AMC, trypsin-coupled fluorescence; Q9NXA8; in the data active = inhibition above about 15%; inconclusive = no clear call, values can overlap the other calls
Target sequence (Q9NXA8 whole entry, looked up): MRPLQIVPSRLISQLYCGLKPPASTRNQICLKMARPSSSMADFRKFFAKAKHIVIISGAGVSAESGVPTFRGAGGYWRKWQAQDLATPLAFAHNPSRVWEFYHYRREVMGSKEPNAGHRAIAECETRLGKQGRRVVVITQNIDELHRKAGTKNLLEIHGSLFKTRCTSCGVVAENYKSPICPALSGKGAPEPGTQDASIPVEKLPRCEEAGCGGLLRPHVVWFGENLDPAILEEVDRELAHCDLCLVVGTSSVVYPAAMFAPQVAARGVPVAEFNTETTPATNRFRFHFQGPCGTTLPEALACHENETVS
C2C12 statin – protects C2C12 myotubes from simvastatin toxicity. ATP luminescence, 48 h; scaled: DMSO 0, geranylgeraniol control 100. AID 602340. rescue of ATP level, % at 7.49 µM. 330,000 tested, 0.78% active;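 active = mean ATP rescue above about 67%, or every replicate alone reaching that limit, limit read from the data, passing the limit was not always enough; inconclusive = no clear call, values can overlap the other calls; inactive = mean under the limit and some replicate under it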;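 note: myotubes were challenged with 10 µM simvastatin during compound exposure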
ARNT-TACC3 inh – disruptors of human ARNT/TACC3 interaction | 390,000 tested, 0.66% active | inhibition, % at 9.99 µM | AlphaScreen His-ARNT PAS-B/GST-TACC3 binding, luminescence; TACC3 fragment carries E629A point mutation;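 active = mean inhibition of replicates at least 50% and at least half of replicates each reaching 50%; inconclusive = half or more replicates reach 50% but mean below 50%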;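 note: 0% = complete ARNT plus TACC3 wells and 100% = ARNT alone without TACC3; many hits fall short of the cut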
Numbers without * were called inactive; ? = inconclusive; . = not tested or not shown; & = joins results of further samples; [ ] = remark or other dose.

Every second line gives: miR122 inh	esBAF inh	Cneo AK release	ERp5 inh	SIRT5 inh	C2C12 statin	ARNT-TACC3 inh
1	COCc1nnc(NC(=O)c2ccc(S(=O)(=O)N(C)C3CCCCC3)cc2)o1
    0.8	-12.9	-3.8	.	.	-68.2	37.1
2	CC(C)c1nc2cc(C(=O)N3CCN(c4cnccn4)CC3)ccc2o1
    2.7	.	3.4	3.1	-1.3	.	-17.7
3	O=c1cc(CN2CCN(Cc3ccccc3)CC2)c2cc3c(cc2o1)CCC3
    -1.1	-0.4	-2.1	13.4	-1.3	114.6*	-1.0
4	Cn1c(=O)cc(C(=O)N/N=C/c2ccc(Cl)cc2)[nH]c1=O
    -2.8	.	-1.3	-1.6	-5.2	.	.
5	C[C@@H]1CN([C@H](C)CO)C(=O)Cc2cc(NS(=O)(=O)c3ccccc3)ccc2O[C@@H]1CN(C)Cc1ccc(C(F)(F)F)cc1
    -2.1[16.7 µM]	0.1	-1.4	1.6	-1.4	37.0	-13.9
6	O=C(NC1CCCC1)[C@H]1[C@H](CO)[C@H]2Cn3c(cccc3=O)[C@@H]1N2Cc1cc(F)ccc1F
    -2.9[16.7 µM]	1.0	1.5	-5.0	3.8	19.0	-10.2
7	COc1cc(Cl)ccc1OC1(C)CCN(Cc2ccc(-c3ccccn3)cc2)C1 (configuration not stated)
    -5.8	-1.1	1.4	5.2	.	-9.1	.
8	OC(c1ccc(Cl)c(F)c1)c1ncc(-c2ccc(F)cc2)[nH]1 (configuration not stated)
    14.4	19.8	1.1	1.3	0.4	2.9	.
9	COc1cc(CNCc2ccc(C(=O)O)cc2)ccc1OCc1ccc(F)cc1
    -4.5	2.9	2.8	3.4	-8.8	13.0	2.5
10	CC(=O)Nc1sc(N/N=C/c2ccc(O)cc2)nc1-c1ccc(C)cc1
    .	.	.	?	-7.2	.	1.0
11	COc1ccc(Cc2nnc(SCC(=O)Nc3ccccc3C)n(N)c2=O)cc1
    -4.7	-8.0	-1.9	-6.8	3.4	8.2	.
12	CCOC(=O)C(CCCCOc1ccc([N+](=O)[O-])cc1)C(=O)OCC
    1.4	11.4	0.7	9.2	-1.7	8.1	-4.4
13	CC(=O)c1ccc(NC(=O)C2CCCN(S(=O)(=O)c3c(C)[nH]c(=O)[nH]c3=O)C2)cc1 (configuration not stated)
    -9.9	.	.	5.7	2.4	.	-12.6
14	Cc1cc(OCC(=O)N(C)Cc2ccccc2)ccc1Br
    3.1	42.6*	-1.2	-2.2	-0.8	15.3	-9.1
15	O=C(CCCCCN1C(=O)c2ccccc2C1=O)Oc1ccc2c3c(c(=O)oc2c1)CCC3
    -3.7	.	-0.6	.	.	.	-5.2
16	C=CCc1cc(OC)ccc1OCC(O)CN1CCN(c2ccc(OC)cc2)CC1 (configuration not stated)
    -16.9&-4.6	-9.0	-0.1	-0.7	6.6	5.8	32.3&16.7
17	Cc1nnc(NC(=O)CSCc2c(C)noc2C)s1
    -0.3	0.9	0.7	3.9	0.3	-18.1	-1.3
18	CN(C)CC(=O)Nc1ccc2c(c1)[C@@H]1C[C@@H](CC(=O)NCc3ccc4c(c3)OCO4)O[C@H](CO)[C@@H]1O2
    -3.7[16.7 µM]	-1.4	0.7	-5.1	2.5	-0.2	0.0
19	CCN1CCN(C(=O)c2c(-c3c(F)cccc3Cl)noc2C)CC1
    0.2	2.7	0.6	.	.	-6.7	-2.0
20	O=C(CN(c1ccccc1)S(=O)(=O)c1ccc(F)cc1)NC1CCCCCC1
    -10.0	.	-0.2	-3.7	-0.6	.	-3.0
21	O=C(CC1CC1)Nc1ccc2c(c1)[C@@H]1C[C@H](CC(=O)N3CCc4ccccc4C3)O[C@H](CO)[C@@H]1O2
    2.3[16.7 µM]	1.6	73.3	6.1	.	3.7	-1.5
22	Nc1c(C(=O)Nc2ccc(S(=O)(=O)N3CCCC3)cc2)sc2nc3ccc(OC(F)(F)F)cc3cc12
    -3.3	.	-1.2	.	.	.	6.5
23	C=CCc1ccc(OC(=O)c2ccccc2)c(OC)c1
    4.4	11.1	-3.0	3.0	-3.4	-6.0	-10.5
24	Cc1ccc(C(=O)COC(=O)c2cccs2)cc1
    7.2	.	-11.8	.	.	.	-0.1
25	CN(C)C(=O)C[C@H]1C[C@@H]2c3cc(NS(=O)(=O)c4ccc(F)cc4)ccc3O[C@@H]2[C@@H](CO)O1
    -5.0[16.7 µM]	-6.4	-11.3	.	.	3.1	-3.5
26	COc1cc2c(C#CCCCO)c(-c3ccsc3)oc(=O)c2cc1OC
    -7.4	2.8	1.6	1.7	.	-98.8	0.0
27	COc1ccccc1CNc1ncnc2c1cnn2-c1ccccc1
    -1.9	70.8*	-0.6	-0.2	0.3	-1.4	-3.6
28	Cc1cc(S(=O)(=O)n2ccnc2)c(Cl)cc1Cl
    4.1	-2.6	5.3	-10.5	-3.4	0.1	0.8
29	C[C@H]1NC(=O)[C@@]2(C)[C@@H](c3ccccc3)[C@H]3COc4ccccc4[C@@H]3N2C1=O
    -0.3	-0.2	4.3	-1.7	-0.2	-6.0	-3.3
30	COc1ccc(S(=O)(=O)N2CCN(C(c3ccccc3)c3ccccc3)CC2)cc1NC(C)=O
    .	-5.4	0.1	-6.7	5.4	-0.3	-11.6
31	COc1ccc(C(=O)NC(=S)Nc2nnn(C)n2)cc1
    -12.8	.	-4.2	?	-4.2	.	-3.7
32	COC(=O)N/N=C(C)\C=C\c1ccco1
    -9.4	2.1	.	3.0	-3.9	1.3	4.1
33	Cc1nc(NC(=O)C2CCCC2)sc1Cc1ccc2c(c1)OCO2
    26.6	33.0	-2.9	7.0	-3.9	10.9	.
34	CC1CCCCC1NC(=O)COc1ccc(-n2cnnn2)cc1 (configuration not stated)
    -2.9	1.1	-0.4	.	.	.	-6.0
35	COc1ccc([Si](C)(C)[C@@H]2[C@@H](CCn3cc(CCO)nn3)O[C@]3(C(=O)N(Cc4ccc(N5CCOC5=O)cc4)c4ccccc43)[C@H]2C)cc1
    .	.	3.1	-4.5	5.9	.	11.3
36	Cc1cccc(C)c1N1CCN(c2n[nH]c(N)n2)CC1
    .	.	.	7.7	3.4	.	-1.9
37	O=[N+]([O-])c1cc(S(=O)(=O)C(F)(F)F)ccc1Sc1nc2ccccc2s1
    -7.1	-13.7	3.9	.	.	85.6*	.
38	O=S(=O)(NCCc1csc(-c2cccnc2)n1)c1ccc2c(c1)OCCO2
    67.2	-6.3	3.4	-2.4	-0.5	-13.0	0.0
39	O=C(NCCc1ccccc1)C(=Cc1ccc(C(=O)O)cc1)C(=O)NCCc1ccccc1
    -9.0	0.2	-0.3	-10.4	-0.8	-7.7	-1.8
40	CC(=O)Nc1ccc(NC(=O)COc2ccc([N+](=O)[O-])cc2)cc1
    .	.	.	-1.6	-1.9	.	-3.1
41	O=C(c1cccnc1)N1C[C@H]2[C@@H](c3ccccc31)[C@H](CO)N2C(=O)C1CCCCC1
    12.6[16.7 µM]	-4.7	1.0	4.7	-1.8	-17.0	2.0
42	CCOC(=O)CCNC(=O)Nc1ccc2nc(C)n(Cc3ccccc3Cl)c(=O)c2c1
    1.2	6.1	2.2	.	.	-3.7	-0.9
43	CN(CCCNC(=O)C1CCN(S(=O)(=O)c2cccc3nsnc23)CC1)Cc1ccccc1
    -4.3	4.5	0.7	.	.	-6.5	-1.4
44	CCC(C)(C(=O)NC1CCCC1)N(Cc1ccco1)C(=O)c1ccc2c(c1)OCO2 (configuration not stated)
    6.2	-4.1	-2.0	.	.	-2.2	37.8
45	COC(=O)C[C@H]1CC[C@H]2[C@@H](COC[C@@H](O)CN2C(=O)Nc2cccc(F)c2)O1
    8.1[16.7 µM]	49.8*	-3.8	-0.1	-0.6	7.7	-7.6
46	Cc1ccc(Nc2ccc(C(=O)N3CCCC3)cn2)c(C)c1
    -0.2	10.5	-2.4	.	.	19.1	2.8
47	CC(C)CCNC(=O)c1ccccc1SCC(=O)NC1CCCCCCC1
    -10.6	19.3	-0.2	-9.5	2.6	-6.6	-4.9
48	Cc1ccccc1C(=O)N1CCC(C(=O)Nc2ccc(S(=O)(=O)N3CCCC3)cc2)CC1
    -0.4	0.5	0.6	.	.	-7.3	-0.5
49	CCCS(=O)(=O)c1nc(S(=O)(=O)c2ccc(C)cc2)c(N2CCCCC2)s1
    19.3	-3.4	0.4	1.3	-1.5	5.5	.
50	Cn1c(=O)c2c(nc(CN3CCc4ccccc4C3)n2CC(=O)c2ccccc2)n(C)c1=O
    .	8.4	-1.5	1.0	-2.5	1.2	4.8
51	O=C(NCc1cccnc1)c1cc(C2CCCCN2C(=O)c2ccc(Cl)cc2)on1 (configuration not stated)
    0.1	3.6	-2.2	1.6	.	-1.8	.
52	CCCCN(CC)CCNC(=O)Cn1cnc2sc(C)c(S(=O)(=O)N3CCOCC3)c2c1=O
    -8.5	-10.0	-2.2	.	.	0.4	-6.8
53	CN1c2ccc(-c3ccc(C#N)cc3)cc2[C@@H]2[C@@H](CCN2C(=O)Cc2ccccn2)[C@@H]1CO
    7.9[16.7 µM]	-1.6	-16.4	.	.	1.8	-3.6
54	CCOc1ccc(/C=N/N2C(=O)C(CC(=O)Nc3ccc(F)cc3F)SC2=NC)cc1OC (configuration not stated)
    -3.7	-11.7	-0.8	-4.2	1.0	19.6	2.2
55	COc1ccc(/C=N/Nc2ncc(Br)cn2)c(OC)c1
    .	.	.	-2.4	-3.9	.	-1.0
56	CC(c1nnc(SCC(=O)Nc2cc([N+](=O)[O-])ccc2F)n1Cc1ccccc1)N(C)C (configuration not stated)
    0.1	-9.3	8.9	2.7	-5.3	11.0	3.2
57	COc1ccc(C(C)C)cc1S(=O)(=O)Nc1ncn[nH]1
    -2.1	-5.7	5.6	-3.2	-1.8	-9.1	-3.1
58	COc1cccc(N2CC(C(=O)Nc3nnc(SCC(=O)Nc4cc(C)on4)s3)CC2=O)c1 (configuration not stated)
    -6.5	1.9	0.9	0.1	0.4	0.2	-3.0
59	O=C(Nc1nnc(SCc2ccc(Cl)cc2Cl)s1)C1COc2ccccc2O1 (configuration not stated)
    -1.3	-5.7	-1.8	.	.	1.2	-3.0
60	O=C(CNC(=O)c1ccccc1Br)N/N=C/c1cccnc1
    -2.3	-10.5	-2.1	8.7	2.5	1.3	10.5

The results go on.
Every second line gives: miR122 inh	esBAF inh	Cneo AK release	ERp5 inh	SIRT5 inh	C2C12 statin	ARNT-TACC3 inh
61	CC1CC(NC(=O)N(C)C)N(C)C(=O)N1 (configuration not stated)
    -0.4	-9.8	-2.9	-45.1	-2.3	-6.9	-0.6
62	COc1ccc(-n2c(Cc3cc(=O)[nH]c(=O)[nH]3)nnc2SCc2ccccc2)cc1
    6.7	-4.5	-0.4	.	.	-7.6	-8.5
63	O=C(CCCOc1ccccc1)N1CCN(c2ccc(F)cc2)CC1
    -9.2	21.6	-0.3	.	.	-17.8	-4.1
64	CC(CN1CCN(CCOCCO)CC1)CN1c2ccccc2Sc2ccc(Cl)cc21 (configuration not stated)
    .	.	2.8	6.3	-2.0	.	.
65	Cc1cc(C)cc(OCC(=O)NCc2cc(C)nc3ccccc23)c1
    1.6	-6.0	0.1	3.2	-3.1	-1.6	-5.7
66	C[C@@H]1CN([C@H](C)CO)C(=O)c2cccc(NC(=O)c3nc4ccccc4s3)c2O[C@@H]1CN(C)S(=O)(=O)c1ccccc1
    -1.7[16.7 µM]	-2.9	1.4	-4.1	6.7	41.0	10.8
67	COc1ccc(CNC(=O)C2(c3ccc(Cl)cc3)CC2)cc1
    -0.4	2.6	2.8	.	.	-2.0	.
